miR-122 sensor – miR-122 Renilla sensor signal increase in Huh7, primary screen, miR-122 inhibitor project, cell-based, single point, plate reader | Huh7 miR-122 Renilla luciferase sensor, 48 h; neutral wells = 0, positive control = 100 | activation (reporter increase), % at 12.5 µM | 340,000 compounds, 0.3% hits | AID 602342, 2012;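 active means mean replicate activation score at least 90 and every replicate individually at or above 90; inconclusive means only one of the two criteria met; inactive means neither criterion met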;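 further: higher luciferase means less miR-122 activity so hits act as miR-122 inhibitors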
SIRT5 inh – SIRT5 desuccinylase inhibitors, primary screen, biochemical, fluorescence imaging, single point, set 5. NAD-dependent protein deacylase sirtuin-5, mitochondrial (Homo sapiens), Q9NXA8. Purified SirT5, succinyl-peptide AMC, trypsin-coupled fluorescence. inhibition, % at 15 µM. 330,000 compounds, 1.1% hits. AID 652115, 2013; in the data active means inhibition above about 15%; inconclusive means no clear call, values can overlap the other calls
Target sequence (Q9NXA8 whole entry, looked up): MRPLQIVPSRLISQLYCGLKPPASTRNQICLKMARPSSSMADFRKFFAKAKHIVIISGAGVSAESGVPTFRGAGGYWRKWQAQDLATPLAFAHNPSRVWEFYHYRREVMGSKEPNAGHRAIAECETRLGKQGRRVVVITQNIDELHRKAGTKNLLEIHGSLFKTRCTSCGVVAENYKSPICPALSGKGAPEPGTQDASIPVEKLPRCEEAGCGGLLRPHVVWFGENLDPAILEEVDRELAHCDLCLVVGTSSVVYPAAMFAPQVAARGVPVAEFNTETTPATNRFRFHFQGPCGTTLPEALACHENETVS
Statin myotox sup – suppressors of statin myotoxicity in C2C12 myotubes, primary screen, cell-based, single point, plate reader; C2C12 myotubes + simvastatin, ATP luminescence, 48 h; scaled: DMSO 0, geranylgeraniol control 100; rescue of ATP level, % at 7.49 µM; 330,000 compounds, 0.78% hits;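 active means mean ATP rescue above about 67%, or every replicate alone reaching that limit, limit read from the data, passing the limit was not always enough; inconclusive means no clear call, values can overlap the other calls; inactive means mean under the limit and some replicate under it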;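 further: myotubes were challenged with 10 µM simvastatin during compound exposure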
ERp5 block – inhibitors of ERp5-driven insulin aggregation, primary screen, biochemical, turbidity, absorbance 650 nm, single point. Protein disulfide-isomerase A6 (Homo sapiens), Q15084. 90 min. inhibition, % at 9.99 µM. 350,000 compounds, 0.05% hits;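 active means mean replicate inhibition above about 25%, with every replicate also reaching it, limit read from the data, passing the limit was not always enough; inconclusive means only one of those two criteria met; inactive means neither criterion met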
Target sequence (Q15084 whole entry, looked up): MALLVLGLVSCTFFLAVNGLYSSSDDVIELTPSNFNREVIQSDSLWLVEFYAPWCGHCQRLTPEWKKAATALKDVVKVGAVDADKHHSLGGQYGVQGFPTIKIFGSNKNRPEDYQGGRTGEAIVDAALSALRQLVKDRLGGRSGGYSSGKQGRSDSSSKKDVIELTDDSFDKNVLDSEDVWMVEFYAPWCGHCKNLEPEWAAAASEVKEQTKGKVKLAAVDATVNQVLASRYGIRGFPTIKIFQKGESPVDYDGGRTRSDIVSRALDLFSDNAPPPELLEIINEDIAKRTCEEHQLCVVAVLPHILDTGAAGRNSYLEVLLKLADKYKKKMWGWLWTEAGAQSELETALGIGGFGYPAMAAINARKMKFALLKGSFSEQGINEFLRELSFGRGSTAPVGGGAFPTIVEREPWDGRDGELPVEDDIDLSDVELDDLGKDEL
esBAF inh – Bmi1 luciferase reporter increase in mESCs, primary screen, esBAF inhibitor project, mouse ES cells, Bmi1 luciferase knock-in, single point. 350,000 compounds, 2% hits. reporter increase, % at 12.5 µM. 24 h; 100% = twice the neutral-well signal; in the data active means activation above about 40%; inconclusive means no clear call, values can overlap the other calls;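 further: 0% = median of the plate's neutral control wells and 100% = double that signal; a rise in the Bmi1 reporter signal indicates esBAF inhibition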
ARNT-TACC3 inh – disruptors of ARNT/TACC3 protein interaction, primary screen, biochemical, AlphaScreen, single concentration; Transforming acidic coiled-coil-containing protein 3 (Homo sapiens), Q9Y6A5; AlphaScreen His-ARNT PAS-B/GST-TACC3 binding, luminescence; TACC3 fragment carries E629A point mutation; inhibition, % at 9.99 µM; 390,000 compounds, 0.66% hits; AID 623870, 2012;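 active means mean inhibition of replicates at least 50% and at least half of replicates each reaching 50%; inconclusive means half or more replicates reach 50% but mean below 50%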;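 further: 0% = complete ARNT plus TACC3 wells and 100% = ARNT alone without TACC3; many hits fall short of the cut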
Cneo AK release – Cryptococcus neoformans cell lysis inducers, primary screen, AK release luminescence, single concentration; C. neoformans lysis, adenylate kinase release luminescence, 4 h; normalised: neutral wells 0, clomiphene wells 100; lysis activity, % at 15 µM; 360,000 compounds, 0.2% hits; AID 651654, 2012;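 active means mean lysis activity across replicates of at least 80%, whatever share of replicates individually reach that level; inactive means mean lysis activity below 80%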
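Test system: log-phase Cryptococcus neoformans yeast cells; Quantity: yeast cell density of 5 × 10^6 cells/mL; Buffer or medium: YPD; Doses: single compound concentration per well; Timing: 4 h at 37 °C static, read 1 h later; Measured by: AK luminescence; Read-out basis: lysis from increased AK signal; Control set: Clomiphene as positive control.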
* marks the source's active call; other numbers are inactive results; [ ] = remark or other dose.

Screening O=C(NCCS(=O)(=O)NCc1cccs1)c1ccccc1 returned miR-122 sensor -1, SIRT5 inh -2, Statin myotox sup 1, ERp5 block 5, esBAF inh -7 and Cneo AK release 0.
Screening CO[C@@H]1CN(C)C(=O)c2cc(NC(C)=O)ccc2OC[C@H](C)N(CC2CCCCC2)C[C@H]1C returned miR-122 sensor -2[16.7 µM], Statin myotox sup -10, esBAF inh 1, ARNT-TACC3 inh -3 and Cneo AK release 1.
`C[C@H]1CN([C@@H](C)CO)C(=O)c2cccc(NS(=O)(=O)c3ccc(Cl)cc3)c2O[C@H]1CN(C)Cc1ccc(Oc2ccccc2)cc1` gave miR-122 sensor 2[16.7 µM], SIRT5 inh -5, Statin myotox sup 33, ERp5 block -8, esBAF inh -1, ARNT-TACC3 inh 12 and Cneo AK release 3.
For COC(=O)c1ccc(C(=O)OC)c(NS(C)(=O)=O)c1 the results were miR-122 sensor -8, Statin myotox sup inconclusive, esBAF inh -6 and ARNT-TACC3 inh -11.
`C[C@H](CO)N1C[C@H](C)[C@H](CN(C)C(=O)C2CCCCC2)Oc2ncc(C#CC(C)(C)O)cc2C1=O` gave miR-122 sensor 0[16.7 µM], Statin myotox sup -2 and esBAF inh 2.
`O=C(C(=O)N1CCOCC1)c1c[nH]c2ccccc12` gave miR-122 sensor 2, SIRT5 inh 2, Statin myotox sup 0, ERp5 block 1, esBAF inh 5 and ARNT-TACC3 inh 2.
Cc1nc2c(ccc3nc(NC(=O)Cc4ccccc4)sc32)s1 was read as miR-122 sensor -2, Statin myotox sup -71, ERp5 block 3, esBAF inh -38, ARNT-TACC3 inh 4 and Cneo AK release -2.
`COc1ccc(-n2c(SCC#N)nnc2-c2ccc(NS(=O)(=O)c3ccc(C)cc3)cc2)cc1` gave miR-122 sensor 10, Statin myotox sup 59, esBAF inh -17, ARNT-TACC3 inh 16 and Cneo AK release -2.
Screening C[C@H](CO)N1C[C@H](C)[C@H](CN(C)Cc2ccc(C(F)(F)F)cc2)Oc2ccc(NC(=O)C3CC3)cc2C1=O returned miR-122 sensor 2[16.7 µM], SIRT5 inh 4, Statin myotox sup -23, ERp5 block 5, esBAF inh 1, ARNT-TACC3 inh 21 and Cneo AK release -5.
`Cc1ccc(S(=O)(=O)N(C)c2ccc(OCC(=O)N3CCCCC3)cc2)cc1` gave miR-122 sensor 4, SIRT5 inh -2, Statin myotox sup -2, ERp5 block 5, esBAF inh -7, ARNT-TACC3 inh -1 and Cneo AK release 0.
`COc1ccc(-c2[nH]nc3oc(=O)c(CCO)c(C)c23)cc1` gave SIRT5 inh 8, ERp5 block -7 and ARNT-TACC3 inh -1.
For CCCC(C(=O)NC1CCCC1)N(Cc1ccc(OC)cc1)C(=O)c1snc(C(N)=O)c1N (configuration not stated) the results were Statin myotox sup -17, ERp5 block -1, esBAF inh -2, ARNT-TACC3 inh 3 and Cneo AK release -6.
`CC(C)Sc1n[nH]c(=O)n1-c1ccccc1` gave SIRT5 inh -2, Statin myotox sup -18, ERp5 block 0, esBAF inh -2, ARNT-TACC3 inh -1 and Cneo AK release 1.
`N#Cc1c(SCC(=O)Nc2ccccc2C(F)(F)F)sc2c(O)cc(=O)[nH]c12` gave miR-122 sensor 5, SIRT5 inh 5, Statin myotox sup 1, ERp5 block 1, esBAF inh 0 and ARNT-TACC3 inh -2.
`Nc1nnnn1/N=C/c1cccs1` gave miR-122 sensor -16, SIRT5 inh 1, Statin myotox sup 6, ERp5 block -2, esBAF inh 2, ARNT-TACC3 inh 4 and Cneo AK release -1.

4 entries from above, sorted by number of heavy atoms, ascending:
`O=C(C(=O)N1CCOCC1)c1c[nH]c2ccccc12` gave miR-122 sensor 2, SIRT5 inh 2, Statin myotox sup 0, ERp5 block 1, esBAF inh 5 and ARNT-TACC3 inh 2.
Screening O=C(NCCS(=O)(=O)NCc1cccs1)c1ccccc1 returned miR-122 sensor -1, SIRT5 inh -2, Statin myotox sup 1, ERp5 block 5, esBAF inh -7 and Cneo AK release 0.
`COc1ccc(-c2[nH]nc3oc(=O)c(CCO)c(C)c23)cc1` gave SIRT5 inh 8, ERp5 block -7 and ARNT-TACC3 inh -1.
`Cc1ccc(S(=O)(=O)N(C)c2ccc(OCC(=O)N3CCCCC3)cc2)cc1` gave miR-122 sensor 4, SIRT5 inh -2, Statin myotox sup -2, ERp5 block 5, esBAF inh -7, ARNT-TACC3 inh -1 and Cneo AK release 0.

(cont.)
Screening CC1CC(C)CN(C(=O)CN2C(=O)NC3(CCCCCC3)C2=O)C1 (configuration not stated) returned miR-122 sensor -4, Statin myotox sup -2, ERp5 block 2 and esBAF inh 8.
For CCC(=O)N1CCc2cc(Br)cc(S(=O)(=O)NCCN3CCCCC3CC)c21 (configuration not stated) the results were miR-122 sensor 28, Statin myotox sup 7, esBAF inh 1, ARNT-TACC3 inh 3 and Cneo AK release 1.
Screening Cc1cccc2sc(N3CCN(C(=O)C4COc5ccccc5O4)CC3)nc12 (configuration not stated) returned SIRT5 inh -4, Statin myotox sup 27, ERp5 block 3, esBAF inh -4, ARNT-TACC3 inh -2 and Cneo AK release -5.
For CCOC(=O)c1c(NC(=O)C2Cc3ccccc3C(=O)O2)sc2c1CCCC2 (configuration not stated) the results were miR-122 sensor 8, SIRT5 inh -5, Statin myotox sup -1, ERp5 block 4, esBAF inh 1, ARNT-TACC3 inh 18 and Cneo AK release -3.
`O=C(CCNC(=O)C1CCN(S(=O)(=O)c2ccccc2)CC1)NCc1cccnc1` gave miR-122 sensor -8, Statin myotox sup -13, ERp5 block 9, esBAF inh -5 and Cneo AK release 3.
COc1cc(C)c(Cl)cc1S(=O)(=O)NCCCN1CCOCC1 was read as miR-122 sensor 30, Statin myotox sup -23, esBAF inh -2, ARNT-TACC3 inh -10 and Cneo AK release -2.
Screening CN1CCN(C(=O)C[C@H]2C[C@H]3c4cc(NC(=O)c5cccnc5)ccc4O[C@H]3[C@@H](CO)O2)CC1 returned miR-122 sensor -5[16.7 µM], Statin myotox sup 1, esBAF inh -3, ARNT-TACC3 inh -8 and Cneo AK release -2.
`CC(=O)NCC(=O)NC1(C(=O)NC2CCCC2)CCCCC1` gave miR-122 sensor 1, Statin myotox sup 2, esBAF inh -1, ARNT-TACC3 inh -13 and Cneo AK release -1.
`Cc1ccc(N=Nc2ccc(O)cc2)c(Br)c1` gave miR-122 sensor -3, SIRT5 inh 7, Statin myotox sup -6, ERp5 block -2, esBAF inh 8, ARNT-TACC3 inh 21 and Cneo AK release -6.
For CCCNC(=O)C[C@H]1CC[C@@H]2[C@H](COc3ccc(NS(=O)(=O)c4ccccc4C)cc3C(=O)N2C)O1 the results were miR-122 sensor -42[16.7 µM], SIRT5 inh -5, Statin myotox sup -3, ERp5 block -7, esBAF inh 1, ARNT-TACC3 inh -5 and Cneo AK release 50.
C[C@@H]1COC(=O)[C@H](CC(=O)OC(C)(C)C)C/C=C\C[C@H](CC(=O)NCCO)C(=O)N1 was read as miR-122 sensor -5, Statin myotox sup 18, ERp5 block 5, esBAF inh -5, ARNT-TACC3 inh -5 and Cneo AK release -1.
COc1ccc(Cl)cc1N(CC(=O)N1CCN(Cc2ccccc2)CC1)S(C)(=O)=O was read as miR-122 sensor -1, Statin myotox sup -1, esBAF inh -10, ARNT-TACC3 inh 6 and Cneo AK release -2.
CCCNC(=O)N(C)C[C@@H]1Oc2ncc(C#CC3CCCCC3)cc2C(=O)N([C@@H](C)CO)C[C@@H]1C was read as miR-122 sensor 15[16.7 µM], SIRT5 inh 2, Statin myotox sup -4, ERp5 block 2, esBAF inh -1, ARNT-TACC3 inh -4 and Cneo AK release -1.
Screening O=C(C[C@H]1C[C@H]2c3cc(NC(=O)NC4CCCC4)ccc3O[C@H]2[C@H](CO)O1)NCc1ccc(Oc2ccccc2)cc1 returned miR-122 sensor 5[16.7 µM], SIRT5 inh -3, Statin myotox sup 1, ERp5 block 3, esBAF inh 3, ARNT-TACC3 inh -4 and Cneo AK release 44.
Screening CCOc1cc(N2CCOCC2)c(OCC)cc1NC(=O)c1ccccc1C returned SIRT5 inh -7, ERp5 block 3 and ARNT-TACC3 inh 1.
For CCNc1nc(Cl)nc(NNC(=O)C(C)Oc2ccccc2)n1 (configuration not stated) the results were miR-122 sensor -4, ARNT-TACC3 inh 4 and Cneo AK release -5.
Screening Cc1csc(NC(=O)Cc2nn(C)c(=O)c3ccccc23)n1 returned miR-122 sensor -4, ARNT-TACC3 inh -1 and Cneo AK release 0.
Screening Cc1ccc(C(=O)NNC(=O)CCCCC(=O)NNC(=O)c2ccc(C)cc2)cc1 returned miR-122 sensor -6, SIRT5 inh -1, Statin myotox sup 3, ERp5 block -6, esBAF inh -7, ARNT-TACC3 inh 2 and Cneo AK release 6.
Cn1c(NCc2ccccc2F)nc2cc(-c3cccc(C(F)(F)F)c3)sc2c1=O was read as miR-122 sensor -5, Statin myotox sup 6, ERp5 block 0, esBAF inh 1 and Cneo AK release -1.
`COc1cccc(C(=O)N2CCN(Cc3nc(CC4CC4)no3)CC2)c1` gave miR-122 sensor 4, SIRT5 inh -1, ERp5 block 0, ARNT-TACC3 inh -15 and Cneo AK release 0.
Screening CC(=O)c1cccc(Nc2ccc(Br)cc2)c1 returned miR-122 sensor 1, SIRT5 inh 0, Statin myotox sup -12, ERp5 block -2, esBAF inh 54* and Cneo AK release -2.
`COc1cccc(NC(=O)N[C@@H]2CC[C@@H](CC(=O)N3CCOCC3)O[C@@H]2CO)c1` gave SIRT5 inh 0, Statin myotox sup 7, ERp5 block -1, esBAF inh -2, ARNT-TACC3 inh -14 and Cneo AK release 53.
`CC(CC(C)C(=O)N1CCOCCN(C(=O)C(C)CC(C)C(=O)O)CCOCC1)C(=O)O` (configuration not stated) gave miR-122 sensor -3, Statin myotox sup -8, esBAF inh -6, ARNT-TACC3 inh -4 and Cneo AK release -1.
`COCc1nnc(NC(=O)COc2ccc3c(c2)OCO3)s1` gave miR-122 sensor -3, SIRT5 inh -7, Statin myotox sup 19, ERp5 block 2, esBAF inh 7, ARNT-TACC3 inh -6 and Cneo AK release 0.
C/C=C/c1ccc([C@@H]2[C@@H](CO)N3CCCCN(S(=O)(=O)c4ccc(OC)cc4)C[C@H]23)cc1 was read as miR-122 sensor -5[16.7 µM], SIRT5 inh 5, Statin myotox sup 24, ERp5 block -3, esBAF inh 2, ARNT-TACC3 inh 25 and Cneo AK release 6.
Screening CCN1CCN(Cc2c(O)ccc3c2O/C(=C\C=C\c2ccccc2OC)C3=O)CC1 returned miR-122 sensor -10, Statin myotox sup -1, esBAF inh 2, ARNT-TACC3 inh 8 and Cneo AK release 0.
`C[C@H](CO)N1C[C@H](C)[C@@H](CN(C)S(=O)(=O)c2ccc(Cl)cc2)Oc2ccc(NC(=O)CCC(F)(F)F)cc2C1=O` gave miR-122 sensor -6[16.7 µM], SIRT5 inh 5, Statin myotox sup -23, ERp5 block 5, esBAF inh -5, ARNT-TACC3 inh -12 and Cneo AK release 0.
`COCCCn1cc(C(=O)c2cc(OC)ccc2OCC(=O)N2CCCCC2C)cc(C#N)c1=O` (configuration not stated) gave SIRT5 inh 1, ERp5 block 3 and ARNT-TACC3 inh -1.

Screening results (PubChem BioAssay)
